# Screening results deposited in PubChem by several laboratories.
# CD11b adhes inh – CD11b/CD18-fibrinogen binding inhibition. 0.54% of 93,000 active. inhibition, % at 10 µM. P05107+P11215. K562 CD11b/CD18 adhesion to fibrinogen, ATPlite luminescence; Mn2+ added to activate the integrin;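 active = primary inhibition of 50% or more at 10 µM, then 40% or more on retest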; note: some results filed as inactive read as strong as hits
# Mac1 fbg enh – increases human CD11b/CD18 adhesion to fibrinogen; 0.07% of 93,000 active; P05107+P11215; activation, % at 10 µM; AID 1499; K562 CD11b/CD18 adhesion to fibrinogen, ATPlite luminescence;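 active = 10 µM primary screen giving 50% or more activity, confirmed by 40% or more on retest at that dose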; note: strong numbers were not always called active
# FAK inh – blocks human focal adhesion kinase activity. inhibition, %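 (tested at 7 µM)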. biochemical FAK kinase activity assay. 0.84% of 97,000 active. Q05397; in the data active = inhibition above about 19%;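 note: 0% = DMSO and 100% = reference compound high control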
# Rev-RRE block – HIV Rev-RRE protein-RNA interaction inhibition. P05866. Rev peptide-RRE RNA binding, FRET. inhibition, % at 8 µM. 0.79% of 97,000 active;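 active = inhibition above the screen-wide mean plus 3 SD, cut at about 35% in these data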;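 note: 0% = median DMSO wells and 100% = median Neomycin B control wells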
# Target sequence (P05866 whole entry, looked up): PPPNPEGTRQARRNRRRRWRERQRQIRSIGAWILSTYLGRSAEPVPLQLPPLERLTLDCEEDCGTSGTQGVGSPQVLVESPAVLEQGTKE
#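 Test system – labelled RRE RNA duplex and labelled Rev peptide · Reagent – labelled Rev peptide · Doses – one concentration, 8 µM nominal · Incubation – 5 + 15 min at 25 °C · Signal – FRET fluorescence readout · Read-out basis – % inhibition of FRET ratio versus controls · Control set – DMSO wells as 0% and neomycin B wells as 100% inhibition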
# PLK1 inh – PLK1 (human) kinase inhibition | P53350 | recombinant PLK1 kinase, TR-FRET peptide phosphorylation | inhibition, % at 10 µM | 0.53% of 97,000 active;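 active = inhibition of 50% or more in the single-concentration screen; inactive = inhibition below 50%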;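 note: 0% = DMSO max control and 100% = H-89 dihydrochloride min control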
# ERa coact inh – ER-alpha (human) coactivator binding inhibition; P03372; AID 629; 1.7% of 86,000 active; TR-FRET ER-alpha LBD / SRC-1 peptide, estradiol-bound; inhibition, % at 25.6 µM; in the data active = inhibition above about 50%;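 note: 0% = receptor plus peptide control and 100% = peptide only without receptor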
# Plk1 PBD FP – blocks phosphopeptide binding to human Plk1 polo box domain | Plk1 PBD phosphopeptide binding, fluorescence polarization | inhibition, %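 (tested at about 20 µM)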 | AID 693 | 0.13% of 97,000 active; in the data active = inhibition above about 34%, passing the limit was not always enough
# ERa SRC1 pot – enhances coactivator binding to human estrogen receptor alpha | P03372 | TR-FRET ERalpha-LBD/SRC-Cy5 coactivator binding, 2 h; 100 = basal binding, no effect | coactivator binding (% of control), % at 25.6 µM | 1.3% of 86,000 active; in the data active = activity above about 200%;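 note: binding measured in presence of low estradiol as agonist stimulus; 0% = peptide alone without receptor and 100% = receptor with peptide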
# ERb SRC1 inh – blocks coactivator binding to human estrogen receptor beta. TR-FRET ER-beta LBD / SRC1-Cy5 peptide binding; receptor agonist-loaded with 1 µM estradiol. 1.3% of 86,000 active. inhibition, % at 25.6 µM;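 active = compounds whose percent inhibition of the receptor-coactivator binding signal exceeds about 50% in the single-dose screen, limit read from the data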;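 note: 0% = receptor plus peptide wells without compound and 100% = peptide-only wells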
# Target sequence (Q92731 whole entry, looked up, the tested form may be a part): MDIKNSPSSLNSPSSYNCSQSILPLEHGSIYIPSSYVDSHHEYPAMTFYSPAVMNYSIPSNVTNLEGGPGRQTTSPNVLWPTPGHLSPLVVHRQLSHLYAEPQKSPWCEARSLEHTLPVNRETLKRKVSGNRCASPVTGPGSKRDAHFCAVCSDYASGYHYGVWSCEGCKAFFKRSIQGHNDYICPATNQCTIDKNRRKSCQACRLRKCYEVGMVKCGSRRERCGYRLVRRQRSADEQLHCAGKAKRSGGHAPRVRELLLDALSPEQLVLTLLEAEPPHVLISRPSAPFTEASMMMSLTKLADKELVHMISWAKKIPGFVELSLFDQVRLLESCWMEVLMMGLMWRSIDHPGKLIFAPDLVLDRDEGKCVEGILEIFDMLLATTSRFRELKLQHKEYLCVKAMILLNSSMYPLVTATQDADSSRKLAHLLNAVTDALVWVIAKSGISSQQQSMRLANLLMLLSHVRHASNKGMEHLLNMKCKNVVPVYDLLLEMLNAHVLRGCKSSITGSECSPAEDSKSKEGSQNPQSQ
# Numbers without * were called inactive; · = no result given; [ ] = dose if it differs, or a comment. This is a random part of the collection; 4.7% or so of the library scored in one or more.
# Assay codes – A = CD11b adhes inh; B = Mac1 fbg enh; C = FAK inh; D = Rev-RRE block; E = PLK1 inh; F = ERa coact inh; G = Plk1 PBD FP; H = ERa SRC1 pot; I = ERb SRC1 inh
1	O=C(CSc1nnnn1-c1ccccc1)NCc1cccs1
  A: -12; B: 1; C: -2; D: 4; E: -17; F: -2; G: -9; H: 91; I: -1

2	c1ccc2cc(-c3cc4ccccn4c3)ccc2c1
  A: 1; B: 32; C: 3; D: 10; E: -7; F: 0; G: 16; H: 85[fluorescence artefact?]; I: -7

3	Cc1cc[n+](CC(=O)Nc2cc(C(F)(F)F)ccc2Cl)cc1
  A: ·; B: ·; C: 3; D: -1; E: -14; F: ·; G: 11; H: ·; I: ·

4	Cc1ccc2cc(C)c3nnc(SCC(=O)Nc4nc5c(s4)CCCC5)n3c2c1C
  A: ·; B: ·; C: 0; D: 5; E: -11; F: ·; G: 11; H: ·; I: ·

5	CCNC(=S)NNC(=O)c1cccs1
  A: ·; B: ·; C: -2; D: 4; E: -11; F: ·; G: -24; H: ·; I: ·

6	Cc1csc2nc(CNC(=O)c3cccc(C(F)(F)F)c3)cn12
  A: -19; B: 5; C: 0; D: 2; E: -2; F: 6; G: -8; H: 109; I: -1[fluorescence artefact?]

7	CCCNC(=O)c1ccc2snnc2c1
  A: ·; B: ·; C: -4; D: 5; E: -3; F: -37; G: 5; H: 105; I: -37

8	Cc1cc(C)c(C)c(S(=O)(=O)NCC(=O)N2CCCC2)c1C
  A: -13; B: -2; C: 0; D: 5; E: -5; F: 2; G: 2; H: 130; I: 0

9	Cn1c(=O)c2c(nc(SCc3cccnc3)n2Cc2ccccc2)n(C)c1=O
  A: -8; B: -4; C: 0; D: 5; E: 10; F: ·; G: 6; H: ·; I: ·

10	Cc1nnc2sc(-c3cccc(NC(=O)c4cccnc4)c3)nn12
  A: -7; B: -2; C: -1; D: 8; E: -4; F: 26[fluorescence artefact?]; G: -15; H: 81; I: 19

11	CCOC(=O)Cc1c(C)nc2c(-c3ccc(Cl)cc3)c(C)[nH]n2c1=O
  A: ·; B: ·; C: -3; D: -2; E: -5; F: 32[fluorescence artefact?]; G: -23; H: 248*[fluorescence artefact?]; I: 18[fluorescence artefact?]

12	COc1ccc(-n2nc(C(=O)NCC(=O)NCC3CCCO3)c3ccccc3c2=O)cc1 (stereo not drawn)
  A: -26; B: 0; C: -1; D: 1; E: -9; F: 4; G: -21; H: 125; I: 0

13	Cc1cc(NC(=O)CSc2ccc(-c3ccccc3)nn2)no1
  A: ·; B: ·; C: -2; D: 7; E: 32; F: -5; G: -7; H: 94; I: -12

14	COc1ccc(-c2cc3nc(C)cc(N4CC(C)CC(C)C4)n3n2)cc1 (stereo not drawn)
  A: ·; B: ·; C: -1; D: 8; E: -14; F: -29; G: -14; H: 89; I: -20[fluorescence artefact?]

15	COc1ccc(NC(=O)NCc2ccccn2)cc1OC
  A: ·; B: ·; C: 1; D: 4; E: -10; F: -24; G: 10; H: 108; I: -21

# 6 of these compounds, set out differently.
nr | compound | CD11b adhes inh | Mac1 fbg enh | FAK inh | Rev-RRE block | PLK1 inh | ERa coact inh | Plk1 PBD FP | ERa SRC1 pot | ERb SRC1 inh
13 | Cc1cc(NC(=O)CSc2ccc(-c3ccccc3)nn2)no1 | · | · | -2 | 7 | 32 | -5 | -7 | 94 | -12
14 | COc1ccc(-c2cc3nc(C)cc(N4CC(C)CC(C)C4)n3n2)cc1 (stereo not drawn) | · | · | -1 | 8 | -14 | -29 | -14 | 89 | -20[fluorescence artefact?]
15 | COc1ccc(NC(=O)NCc2ccccn2)cc1OC | · | · | 1 | 4 | -10 | -24 | 10 | 108 | -21
8 | Cc1cc(C)c(C)c(S(=O)(=O)NCC(=O)N2CCCC2)c1C | -13 | -2 | 0 | 5 | -5 | 2 | 2 | 130 | 0
12 | COc1ccc(-n2nc(C(=O)NCC(=O)NCC3CCCO3)c3ccccc3c2=O)cc1 (stereo not drawn) | -26 | 0 | -1 | 1 | -9 | 4 | -21 | 125 | 0
4 | Cc1ccc2cc(C)c3nnc(SCC(=O)Nc4nc5c(s4)CCCC5)n3c2c1C | · | · | 0 | 5 | -11 | · | 11 | · | ·

# (continued)
# Assay codes – A = CD11b adhes inh; B = Mac1 fbg enh; C = FAK inh; D = Rev-RRE block; E = PLK1 inh; F = ERa coact inh; G = Plk1 PBD FP; H = ERa SRC1 pot; I = ERb SRC1 inh
16	CCOC(=O)Nc1ccc2c(c1)OCO2
  A: ·; B: ·; C: -2; D: -3; E: -11; F: -3; G: -16; H: 128[fluorescence artefact?]; I: -1

17	COc1ccc(NC(=O)C(c2ccc(C)cc2)N(C)C(=O)CNC(C)=O)cc1 (stereo not drawn)
  A: 1; B: -3; C: 0; D: 6; E: -10; F: -3; G: -9; H: 102; I: -11

18	Cc1ccc(NC(=O)CSc2nnc(-c3ccco3)c(-c3ccco3)n2)cc1
  A: 15; B: -2; C: 19*; D: 3; E: -7; F: 81*[fluorescence artefact?]; G: -28; H: 43[fluorescence artefact?]; I: 74*[fluorescence artefact?]

19	Cc1cc(C(=O)Nc2c(C)nn(Cc3c(Cl)cccc3Cl)c2C)no1
  A: 7; B: 0; C: -1; D: 6; E: 0; F: -7; G: -16; H: 116; I: -2[fluorescence artefact?]

20	COc1ccc(CNCCSc2nnnn2C)cc1OC
  A: 5; B: -3; C: -1; D: 3; E: -4; F: -2; G: -8; H: 97; I: 1

21	COc1ccc2[nH]c(=O)c(CN(Cc3nnnn3Cc3ccccc3)CC3CCCO3)cc2c1 (stereo not drawn)
  A: -5; B: -2; C: 1; D: 3; E: -8; F: -2; G: -1; H: 107; I: 4

22	CS(=O)(=O)N(CC(=O)NC1CCCCC1)Cc1ccc(Cl)cc1
  A: 1; B: -1; C: -1; D: 2; E: 0; F: 2; G: -8; H: 105; I: -2[fluorescence artefact?]

23	CCSc1nc2n(n1)C(c1cccc(F)c1)C1=C(CCCC1=O)N2 (stereo not drawn)
  A: 0; B: -4; C: 3; D: 0; E: -12; F: 8; G: -4; H: 126; I: 1[fluorescence artefact?]

24	CN1C(=O)C2(Oc3ccccc3C3CC(c4ccccc4)=NN32)c2ccccc21 (stereo not drawn)
  A: -18; B: -4; C: 1; D: 9; E: -6; F: ·; G: -2; H: ·; I: ·

25	N#Cc1c(Nc2ccccc2)sc(C(=O)c2ccccc2)c1N
  A: -48; B: -2; C: 1; D: 6; E: 4; F: ·; G: -7; H: ·; I: ·

26	CC(Oc1ccc(Cl)cc1Cl)C(=O)Nc1cccnc1 (stereo not drawn)
  A: ·; B: ·; C: 0; D: 0; E: 0; F: -9; G: 9; H: 104; I: -4

27	FC(F)(F)c1cc(-c2ccccc2)nc2ncnn12
  A: ·; B: ·; C: -1; D: 5; E: -13; F: 8; G: -13; H: 107; I: 3

28	Cc1cccc(N2CCN(Cc3ccoc3)CC2)c1C
  A: -11; B: -1; C: 0; D: 9; E: -6; F: -1; G: 20; H: 114; I: -3

29	CCc1cccc(CC)c1N(COC)C(=O)Cn1c(C(C)O)nc2ccccc21 (stereo not drawn)
  A: 36; B: -5; C: 2; D: 4; E: -6; F: 0[fluorescence artefact?]; G: -9; H: 112[fluorescence artefact?]; I: 8[fluorescence artefact?]

# Entries shown so far with a furan ring, fused or not, in the order listed:
# Assay codes – A = CD11b adhes inh; B = Mac1 fbg enh; C = FAK inh; D = Rev-RRE block; E = PLK1 inh; F = ERa coact inh; G = Plk1 PBD FP; H = ERa SRC1 pot; I = ERb SRC1 inh
18	Cc1ccc(NC(=O)CSc2nnc(-c3ccco3)c(-c3ccco3)n2)cc1
  A: 15; B: -2; C: 19*; D: 3; E: -7; F: 81*[fluorescence artefact?]; G: -28; H: 43[fluorescence artefact?]; I: 74*[fluorescence artefact?]

28	Cc1cccc(N2CCN(Cc3ccoc3)CC2)c1C
  A: -11; B: -1; C: 0; D: 9; E: -6; F: -1; G: 20; H: 114; I: -3
